# GLD-1 RNA inh: GLD-1-TGE RNA interaction inhibition (C. elegans); hit rate 0.44% among 320,000; AID 2280; inhibition, % at 5.96 µM; Q17339; purified GLD-1 + fluorescein TGE RNA, fluorescence polarization;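 active = percent inhibition above a per-plate cutoff, the plate mean of test compounds plus 3 SD, cut at about 30% in these data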;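 note: 0% = DMSO wells with GLD-1 and probe and 100% = wells lacking GLD-1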
# Target sequence (Q17339 whole entry, looked up): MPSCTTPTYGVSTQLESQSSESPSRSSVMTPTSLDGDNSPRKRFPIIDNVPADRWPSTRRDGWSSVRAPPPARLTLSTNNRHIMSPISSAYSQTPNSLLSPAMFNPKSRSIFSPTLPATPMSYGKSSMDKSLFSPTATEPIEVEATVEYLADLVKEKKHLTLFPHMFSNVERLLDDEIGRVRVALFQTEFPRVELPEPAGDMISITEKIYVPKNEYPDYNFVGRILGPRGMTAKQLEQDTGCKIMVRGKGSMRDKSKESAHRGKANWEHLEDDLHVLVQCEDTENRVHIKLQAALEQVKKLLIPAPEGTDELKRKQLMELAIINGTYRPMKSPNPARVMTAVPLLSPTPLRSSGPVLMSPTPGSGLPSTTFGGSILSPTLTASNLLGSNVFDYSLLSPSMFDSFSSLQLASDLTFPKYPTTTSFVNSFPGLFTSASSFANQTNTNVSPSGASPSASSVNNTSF
# Fam108B inh: counter-screen for RBBP9 inhibitors: inhibitors of mouse Fam108B. recombinant Fam108B, FP-Rh probe fluorescence polarization. inhibition, % at 9.51 µM. hit rate 0.33% among 300,000. AID 1947;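 active = inhibition above the screen mean inhibition plus 3 SD, computed separately per campaign, cut at about 18% in these data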;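 note: inhibitors lower polarization as less probe binds the enzyme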
# Efflux pump inh: blocks antifungal efflux pumps in multiplex yeast assay. S. cerevisiae Candida pump triplex, Nile Red efflux. inhibition, % at 10 µM. hit rate 0.44% among 330,000;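 active = plate passing quality check with inhibition over a set limit, or well fluorescence over plate mean plus 4 SD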;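 note: Nile Red retained in pooled yeast measured as flow cytometry median fluorescence; 0% = buffer negative control and 100% = Enniatin B positive control; higher means more Nile Red kept so more efflux inhibition; some compounds called inactive have numbers as strong as hits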
# MCL1-BIM inh: disrupts human MCL1 binding to BIM-BH3 peptide | GST-MCL1 / FITC-Bim-BH3 fluorescence polarization | Q07820 | inhibition, % at 10.9 µM | hit rate 0.68% among 320,000;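 active = inhibition above the mean inhibition of all tested compounds plus 3 SD, set per campaign, cut at about 40% in these data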;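 note: 0% = DMSO wells and 100% = unlabeled Bim-BH3 peptide control; higher means more loss of mP so more displacement of Bim peptide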
# Target sequence (Q07820 whole entry, looked up): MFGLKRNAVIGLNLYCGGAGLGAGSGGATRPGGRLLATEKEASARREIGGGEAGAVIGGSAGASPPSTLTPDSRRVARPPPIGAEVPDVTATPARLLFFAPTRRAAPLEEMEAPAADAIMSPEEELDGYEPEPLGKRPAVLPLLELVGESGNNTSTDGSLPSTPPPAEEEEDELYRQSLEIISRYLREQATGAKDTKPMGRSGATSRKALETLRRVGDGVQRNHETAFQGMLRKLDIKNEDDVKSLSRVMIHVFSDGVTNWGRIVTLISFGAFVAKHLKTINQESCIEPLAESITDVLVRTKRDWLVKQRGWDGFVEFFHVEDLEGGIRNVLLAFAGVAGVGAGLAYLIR
# PME-1 primary: blocks human protein phosphatase methylesterase 1; Q9Y570; recombinant PME-1, FP-Rh probe fluorescence polarization; hit rate 0.53% among 320,000; inhibition, % at 5.9 µM; AID 2130;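 active = inhibition above the campaign mean of all compounds plus 3 SD, cut at about 26% in these data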;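 note: competitive labeling of PME-1 active site by serine hydrolase directed probe; 0% = PME-1 with DMSO and 100% = wells lacking PME-1 enzyme; inhibitors block probe labeling so polarization falls and inhibition rises; many of its hits are not listed in these tables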
# Bcl-xL primary: Bcl-xL (human) inhibition; GST-Bcl-xL / FITC-Bim BH3 peptide fluorescence polarization; AID 2129; inhibition, % at 10.9 µM; Q07817; hit rate 0.7% among 320,000;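 active = inhibition above the mean of all tested compounds plus 3 SD, cutoff set per campaign, cut at about 30% in these data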;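 note: 0% = DMSO wells and 100% = unlabeled Bim-BH3 peptide competitor; inhibitors lower millipolarization by displacing the labeled peptide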
# Target sequence (Q07817 whole entry, looked up): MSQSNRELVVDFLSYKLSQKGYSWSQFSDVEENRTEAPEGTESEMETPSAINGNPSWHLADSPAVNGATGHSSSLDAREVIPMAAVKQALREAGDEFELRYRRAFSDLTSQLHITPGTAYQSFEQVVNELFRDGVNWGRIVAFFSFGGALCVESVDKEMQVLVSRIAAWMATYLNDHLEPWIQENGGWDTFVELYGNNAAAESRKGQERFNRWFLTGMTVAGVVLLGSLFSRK
# MEX-5 binding: C. elegans MEX-5 TCR-2 RNA binding activity; Q9XUB2; MEX-5/FITC-TCR2 RNA binding, fluorescence polarization; active compounds read low; hit rate 0.38% among 300,000; activity score (negative = inhibition of binding), % at 10 µM;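 active = inhibition past about -25% in most replicates, and total fluorescence under double the plate's negative control median, limit read from the data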;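 note: 0% = DMSO and -100% = 5 µM competing unlabeled TCR2 RNA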
# VLA-4 inh: inhibition in a human VLA-4 binding assay; P13612; VLA-4 expressing cells, ligand binding flow cytometry; inhibition, % (about 7 µM as worked out from the volumes in the protocol); hit rate 0.2% among 330,000; AID 2557; in the data active = inhibition above about 50%
# GRK2 inh: human GRK2 inhibition via aptamer displacement; inhibition of aptamer binding, % at 10 µM; hit rate 0.59% among 330,000; bead flow cytometry, FAM-aptamer displacement from GRK2; P25098;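 active = inhibition of aptamer binding above 40%, roughly 3 SD of noise, on plates passing a quality check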;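 note: median bead fluorescence of bound FAM aptamer so fluorescent compounds give negative values; no value below 0 was filed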
# * hit, by the source's call; x = not tested or not shown. These rows are one share of the data (hit frequency here may not be typical).
Structure,GLD-1 RNA inh,Fam108B inh,Efflux pump inh,MCL1-BIM inh,PME-1 primary,Bcl-xL primary,MEX-5 binding,VLA-4 inh,GRK2 inh
Cc1ccc(S(=O)(=O)N2CCC(C(=O)NNC(=O)C3CC3)CC2)cc1Cl,5.3,0.6,-0.1,-1.4,-4.0,3.4,-1.8,-10.8,0.0
CC1CCN(c2c([N+](=O)[O-])c(=O)n(-c3ccccc3)c3ccccc23)CC1,-0.9,-1.2,0.0,1.4,3.4,6.1,2.0,3.8,0.0
COc1cccc(N(C(=O)CCl)C(C(=O)NCCc2ccccc2)c2cccs2)c1 (stereo not drawn),-0.1,-4.4,0.2,2.4,-4.5,3.6,0.3,14.2,0.0
C=CCc1cccc(/C=N/NC(=O)C(=O)Nc2ccc(C)cc2)c1O,-1.7,-1.5,0.1,9.0,-2.0,-2.3,0.6,1.7,0.0
Cn1nccc1C(=O)Oc1cccc(/C=N/NC(=O)c2ccccc2O)c1,-1.2,2.7,0.0,11.3,-8.0,4.3,2.8,-3.5,1.0
O=S(=O)(NCCOc1cccc2cccnc12)c1ccc(F)cc1,-0.8,-2.0,0.1,6.4,1.6,10.4,0.6,5.1,0.0
CSCC[C@H](NC(=O)Cc1c(C)c2cc3c4c(oc3cc2oc1=O)CCCC4)C(=O)O,-4.4,-3.9,0.4,0.7,-1.7,4.0,0.0,-6.6,0.0
CCn1c(=O)c(C(=O)Nn2c(C)nc3ccccc3c2=O)c(O)c2ccccc21,-2.5,1.1,-0.2,5.2,2.5,0.4,-1.6,5.7,2.0
CN1CCN(CC#Cc2ccccc2)CC1CCO (stereo not drawn),2.5,-3.4,0.0,8.9,-3.0,3.6,-2.3,4.0,3.0
O=C(NCCN1C(=O)S/C(=C\c2ccccc2)C1=O)C1CCN(S(=O)(=O)c2cccs2)CC1,-4.6,-1.3,-0.1,-6.2,16.3,-0.4,2.3,16.7,0.0
Cc1ccc2[nH]c(=O)c(CN(CC3CCCO3)S(=O)(=O)c3c(C)ccc4nsnc34)cc2c1 (stereo not drawn),8.6,-1.3,-0.2,1.6,-0.3,0.2,0.1,-5.0,3.0
COC(=O)c1ccc(CN2CCCCC2)cc1,2.2,-5.8,0.1,3.0,2.6,1.2,1.0,-4.9,2.0
COc1cc(C2CC(=O)c3cnc(N4CCN(Cc5ccccc5)CC4)nc3C2)cc(OC)c1OC (stereo not drawn),2.6,1.6,0.5,4.4,6.6,1.7,0.7,-12.5,0.0
COc1ccc(NC(=O)c2cc(-c3cccc(OC)c3)on2)cc1,2.6,2.5,0.0,-4.1,-1.3,3.1,-1.1,21.0,1.0
COc1ccc(NC(C)=O)cc1CP(=O)(c1ccccc1)c1ccccc1,-4.8,-0.8,0.0,3.0,-5.2,1.8,1.1,5.4,2.0
CC(=O)c1ccc(OCC(O)COc2ccc(C(C)=O)cc2)cc1,2.6,6.1,-0.1,8.5,1.1,8.6,1.4,2.5,1.0
CCOC(=O)N1CCC(NC(=O)C2=CCN(S(=O)(=O)c3ccccc3)CC2)CC1,-1.4,-1.5,0.3,0.5,2.9,-1.3,0.1,4.6,3.0
Cc1ccc(NC(=O)NCC2CCN(Cc3cccc(Cl)c3)CC2)c(Cl)c1,-0.9,2.2,0.0,5.9,-8.5,4.1,-0.5,1.4,0.0
CCCc1c(C)nc2c(Br)cccc2c1Cl,6.9,-2.8,-0.1,-3.4,-0.1,2.2,1.4,-0.3,1.0
COc1ccc(-c2cn3c(C)c(C(=O)Nc4ccncc4)sc3n2)cc1,-6.9,3.0,-0.1,-4.3,-4.4,-0.6,-3.4,-5.8,0.0
CC(CCc1ccccc1)NC(=O)C(C)OC(=O)c1ccco1 (stereo not drawn),2.7,1.1,0.0,-23.1,0.1,-6.2,-0.7,4.2,0.0
CN(CC(=O)NNC(=O)CNC(=O)c1cccs1)S(=O)(=O)c1ccc(Cl)cc1,3.3,2.2,0.0,1.2,-0.2,8.0,1.6,-11.2,0.0
COc1ccc(C=C2C=C(C(C)(C)C)C(=O)C(C(C)(C)C)=C2)cc1OC,5.0,-0.7,0.8,0.9,0.6,1.7,-1.8,27.4,13.0
COc1ccc(CC(=O)Nc2c3c(nn2C(C)(C)C)CS(=O)C3)cc1 (stereo not drawn),-4.0,-1.3,1.8*,-21.9,-4.6,-17.1,-1.8,14.4,13.0
CCc1noc(C)c1C(=O)NC1CCCc2c1cnn2-c1ccc(C(C)(C)C)cc1 (stereo not drawn),-0.1,2.0,-0.3,4.5,0.2,0.4,0.9,-1.5,3.0
C[C@H](CO)N1C[C@H](C)[C@@H](CN(C)C(=O)Nc2ccc(C(F)(F)F)cc2)Oc2c(NS(=O)(=O)c3ccccc3)cccc2C1=O,0.9,x,0.3,x,x,x,x,8.8,0.0
COc1ccc(C)cc1S(=O)(=O)N1CCc2ccccc2C1,8.8,-1.3,-0.3,3.6,2.8,6.4,0.9,18.4,0.0
CNS(=O)(=O)c1ccc2c3c(cccc13)C(=O)N2,x,x,-0.1,x,x,x,-1.5,-3.3,6.0
CN1C(=O)N(C)C(c2ccccc2Cl)C2=C1CC(C)(C)CC2=O (stereo not drawn),-8.3,0.1,-0.1,-1.9,0.7,1.2,-1.2,0.3,1.0
COC(=O)c1ccccc1N/C=C/C(=O)c1ccc(Br)cc1,2.5,-9.6,0.1,-0.8,-18.9,-1.5,0.2,-0.5,5.0
Cc1ccc(-c2nc(NCCN(C)C)c3ccccc3n2)cc1,-6.5,1.2,0.0,7.7,-0.5,4.4,2.2,12.3,x
O=C(NCc1ccc2c(c1)OCO2)c1ccc(NS(=O)(=O)c2ccc3c(c2)OCCO3)cc1,-1.7,-2.9,0.1,3.4,-0.2,-2.9,3.9,19.4,1.0
O=C(NC1CCN(S(=O)(=O)c2ccccc2)CC1)c1ccc(F)cc1,-1.8,-0.3,-0.3,-5.0,-12.3,8.4,-0.8,-8.3,0.0
Cc1noc(C(F)(F)F)c1C(=O)NNC(=O)c1cccc(C(F)(F)F)c1,0.8,-3.8,0.1,2.3,-5.1,-0.9,0.3,23.8,0.0
C[C@H]1COC(=O)[C@H](CC(=O)OC(C)(C)C)C/C=C\C[C@@H](CC(=O)N[C@@H](CO)Cc2ccccc2)C(=O)N1,-3.4,x,-0.1,x,x,x,x,-0.4,0.0
CCCCn1c(N)c(N(CCOC)C(=O)C2CCN(C(=O)c3ccc(Cl)cc3)CC2)c(=O)[nH]c1=O,2.0,3.0,0.2,-5.7,-1.8,-9.1,-3.7,-1.7,4.0
Cc1ccc(NC(=O)CSCC(=O)Nc2ccccc2C(=O)N2CCCCC2)cc1,-0.1,-2.1,0.0,2.1,4.3,-4.2,-0.1,-4.0,0.0
CC(C)(Oc1ccc(Cl)cc1)C(=O)OCC(=O)Nc1ncc(Cl)cc1Cl,5.0,-2.0,0.0,-1.8,-2.3,-1.4,-1.4,-2.4,0.0
CCOc1nc(C)cc(C)c1S(=O)(=O)c1cccc(Cl)c1,4.6,-1.4,0.1,4.5,2.9,3.0,0.7,-4.9,2.0
C/C(CCc1ccc2c(c1)OCO2)=N\NC(=S)NC(C)C,4.5,0.3,0.0,9.1,9.0,6.2,1.0,33.4,0.0
CCC(C)C(NC(=O)C1CCC(C)CC1)C(=O)Nc1ccc(OC)cc1OC (stereo not drawn),0.1,-2.4,0.2,-0.2,1.7,-1.4,3.9,3.1,4.0
CCOC(=O)C[C@H]1c2cc(F)ccc2S(=O)(=O)N1c1cccc(OC)c1,-7.6,5.5,0.1,8.4,2.4,6.2,5.8,45.2,0.0
CSc1ccc(/C=N/NC(=O)c2cccs2)cc1,3.1,-4.3,0.0,-0.1,-18.2,4.4,1.6,-9.6,1.0
O=C(/C=C/c1ccc(Cl)cc1)NCc1ccncc1,0.6,-3.5,-0.3,8.8,-4.2,9.1,1.1,6.9,5.0
Cc1cccc(C)c1OCC(=O)Nc1ccccc1C(F)(F)F,2.8,-3.3,-0.1,4.6,2.2,3.6,-0.9,1.9,0.0
Cc1ccc(NC(=O)CCn2cnc3ccccc3c2=O)cc1,-3.5,1.8,-0.1,1.8,2.0,-0.7,1.0,3.7,1.0
COc1ccc(NC(=O)CN(C)S(=O)(=O)c2ccc3c(c2)CC(C)N3C(C)=O)c(OC)c1 (stereo not drawn),4.2,-1.4,0.1,13.8,4.7,3.1,1.8,13.8,2.0
CCOC(=O)c1[nH]c2ccc(OC)cc2c1NC(=O)CCN1CCSCC1,-2.5,-0.4,0.0,-10.1,-0.9,5.8,1.5,16.5,0.0
CC(C)(C)n1nnnc1C(c1cccnc1)N(Cc1ccccc1)Cc1ccco1 (stereo not drawn),-3.2,4.2,-0.2,11.5,-1.2,2.1,0.3,-13.3,3.0
CC(C)NC(=O)NC(=O)COC(=O)c1ccc(NC(=O)CC#N)cc1,-2.1,0.5,-0.1,-13.2,-5.8,-5.1,5.3,-4.2,5.0

# The results go on:
Structure,GLD-1 RNA inh,Fam108B inh,Efflux pump inh,MCL1-BIM inh,PME-1 primary,Bcl-xL primary,MEX-5 binding,VLA-4 inh,GRK2 inh
CCOC(=O)c1cc(C)nc(Sc2ccc(C)cc2)c1C#N,4.2,-2.0,-0.1,-2.3,0.3,1.3,-2.6,-4.7,2.0
O=C(O)CCC(=O)Nc1cccc2cccnc12,2.1,-1.0,0.3,4.2,0.3,3.9,1.2,9.1,4.0
O=C(CCSCc1ccccc1F)N1CCN(c2ccccn2)CC1,-0.2,0.6,-0.1,1.1,-5.2,3.5,-2.4,-8.7,1.0
O=C(Nc1ccn(Cc2c(F)c(F)c(F)c(F)c2F)n1)c1ccc(COc2ccccc2Cl)cc1,10.5,-13.3,0.1,-1.6,-18.8,-1.1,2.5,1.4,0.0
CCC(C)NC(=O)C1CCN(C(=O)c2ccccc2)CC1 (stereo not drawn),-0.1,0.7,0.0,3.5,0.4,6.6,x,-15.5,4.0
Cc1ccc(S(=O)(=O)N2CCC(C(=O)NCc3cccnc3)CC2)cc1,2.4,-0.5,-0.1,7.4,16.0,6.2,0.3,-11.4,1.0
O=C(Nc1ccc(N2CCN(c3ccccc3)CC2)c(F)c1)C1CC1,3.1,2.0,0.0,2.1,-3.1,3.8,2.1,17.8,0.0
O=C(c1ccoc1)N1CCC2(CC1)Oc1ccc(Cl)cc1C(=O)C21CC(c2ccc(Cl)cc2)=NO1 (stereo not drawn),7.7,-5.1,0.3,1.2,1.5,-1.8,1.7,-7.2,0.0
COc1ccccc1N1CCN(c2ccnc3cc(Cl)ccc23)CC1,-3.5,-2.4,0.4,1.3,-2.9,1.7,-0.1,8.6,2.0
CC1CCCN(c2nc3ccsc3c(=O)s2)C1 (stereo not drawn),3.1,-5.6,0.1,-0.2,-4.2,2.1,-1.0,-0.8,3.0

# Single entries from the results shown:
# Result of COc1cc(C2CC(=O)c3cnc(N4CCN(Cc5ccccc5)CC4)nc3C2)cc(OC)c1OC (stereo not drawn) in Fam108B inh: 1.6
# Result of CSc1ccc(/C=N/NC(=O)c2cccs2)cc1 in Bcl-xL primary: 4.4

# Screening data from PubChem.
